D1 potentiator – enhances dopamine response at the human D1 receptor; HEK293 TREx D1 cells, calcium flux, dopamine EC20 potentiation; P21728; potentiation, % at 10 µM; actives 0.036% (n = 360,000); in the data active means potentiation above about 30%; further: 0% is about no effect
D2 PAM – positive allosteric modulators of human D2 dopamine receptor | P14416 | HEK293 T-REx D2, calcium flux, EC20 dopamine potentiation | potentiation, % at 10 µM | actives 0.34% (n = 340,000);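 active means potentiation over 3 SD above the plate norm, cut at about 30% in these data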; further: 0% is about no effect
Target sequence (P14416 whole entry, looked up): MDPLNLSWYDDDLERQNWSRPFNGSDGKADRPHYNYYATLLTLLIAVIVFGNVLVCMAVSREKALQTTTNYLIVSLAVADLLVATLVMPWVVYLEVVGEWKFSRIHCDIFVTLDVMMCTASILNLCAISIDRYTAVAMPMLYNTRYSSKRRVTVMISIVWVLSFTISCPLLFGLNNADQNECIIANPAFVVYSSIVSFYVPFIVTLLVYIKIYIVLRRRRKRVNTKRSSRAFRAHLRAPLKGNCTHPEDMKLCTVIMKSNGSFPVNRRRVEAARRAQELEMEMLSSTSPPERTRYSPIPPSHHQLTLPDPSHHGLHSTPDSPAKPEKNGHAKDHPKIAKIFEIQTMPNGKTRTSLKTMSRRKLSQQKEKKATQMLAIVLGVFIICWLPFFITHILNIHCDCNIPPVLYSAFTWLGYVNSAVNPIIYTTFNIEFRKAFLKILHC
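Cells plated with tetracycline inducer and held overnight at 30 C; calcium dye loaded 30–90 min at room temperature; baseline taken, compound added and read 180 s; EC20 dopamine then added and read 180 s.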
Glioma ERSR ind – inducers of ER stress response in human glioma cells | U87-MG GRP78 promoter luciferase reporter, 16 h | Potency, µM, for the others: top-dose activation, most hits filed as activators | actives 0.02% (n = 420,000) | AID 602332; further: potency means the concentration at half of the fitted maximal effect; series mostly up to about 76 µM; % of control where 0% means no effect; nearly all actives have a fitted effect of over 35% in size
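Stably transfected U87-MG human glioma cells carrying a GRP78-based luminescent sensor were seeded at 1000 cells/well, pin-dosed with compounds and incubated 16 h. Luciferase reagent was then added, and end-point luminescence was read after 10 min at room temperature.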
D1 antagonist – antagonists of human D1 dopamine receptor. P21728. HEK293 TREx D1 cells, calcium flux, dopamine EC80; hits give low values. activity change, negative = inhibition, % at 10 µM. actives 3.2% (n = 360,000); in the data active means activity change below about -30%; further: on the % scale 0 is the no-effect control and ±100 the full control effect
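Using tetracycline-induced force-coupled D1 Hek293 cells and a calcium dye, signals were followed for 180 s after compound, then for 180 s after EC80 dopamine, to detect inhibitors.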
Vif-APOBEC3G blk – inhibitors of Vif-APOBEC3G interaction; Q9HC16; HeLa A3G-eYFP + Vif (tagged APOBEC3G with the HIV-1 protein that degrades it), YFP fluorescence, overnight; actives 0.076% (n = 410,000); Potency, µM (top dose mostly 46.1 µM), for inactives: top-dose activity, negative = active, most hits filed as inhibitors;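 further: potency means the concentration at half of the fitted maximal effect; on the % scale 0 is the no-effect control and ±100 the full control effect; nearly all actives have a fitted effect of over 60% in size; hits raise eYFP signal because A3G escapes Vif-driven loss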
Target sequence (Q9HC16 whole entry, looked up): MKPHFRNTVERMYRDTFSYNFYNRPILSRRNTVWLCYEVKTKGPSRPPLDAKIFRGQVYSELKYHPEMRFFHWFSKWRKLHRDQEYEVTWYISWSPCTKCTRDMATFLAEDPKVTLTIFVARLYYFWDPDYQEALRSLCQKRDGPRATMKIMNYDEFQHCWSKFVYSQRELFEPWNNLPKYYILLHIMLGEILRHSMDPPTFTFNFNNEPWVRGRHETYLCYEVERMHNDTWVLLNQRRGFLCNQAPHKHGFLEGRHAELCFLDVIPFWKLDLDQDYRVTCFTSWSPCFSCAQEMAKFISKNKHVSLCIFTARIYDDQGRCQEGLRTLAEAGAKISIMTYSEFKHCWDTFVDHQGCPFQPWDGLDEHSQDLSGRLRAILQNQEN
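HeLa cells stably expressing Vif and C-terminally eYFP-tagged A3G, seeded overnight at 37 deg C, then exposed to compound by pintool overnight at 37 deg C. Rise in yellow fluorescence (Ex 488/Em 500-530, Acumen) marks blocked Vif-driven A3G degradation.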
RXFP1 antag – RXFP1 (human) relaxin receptor antagonism | HEK293-RXFP1, relaxin-stimulated cAMP HTRF, 30 min; hits give low values | activity change, negative = inhibition, % at 57.5 µM | actives 0.59% (n = 350,000) | AID 1259400;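 active means activity change of -60% or lower, but not beyond a set lower limit; inconclusive means change between -60% and -40%, or beyond the set limit; inactive means change above -40%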; further: on the % scale 0 is the no-effect control and ±100 the full control effect
Vif-APOBEC3F blk – blocks the Vif interaction with APOBEC3F | HeLa A3F-eYFP + Vif (tagged APOBEC3F with the HIV-1 protein that degrades it), YFP fluorescence increase | Potency, µM (titrated, usually from 46.1 µM), without a hit: at the top dose activity, negative = active | actives 0.2% (n = 390,000) | AID 602313; further: potency means the concentration at half of the fitted maximal effect; % of control where 0% means no effect; nearly all actives have a fitted effect of over 65% in size
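Fluorescence increase (Ex 488/Em 500-530) after overnight compound treatment at 37 deg C flags inhibition of Vif-driven A3F-eYFP loss in stable HeLa A3F-eYFP/Vif cells seeded overnight beforehand.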
RXFP1 ag – agonists of human relaxin receptor RXFP1. Potency, µM (titrated, usually from 57.5 µM), without a hit: top-dose activation, usual class: activators. actives 0.3% (n = 370,000). HEK293T-RXFP1 cAMP TR-FRET, 30 min; response scale: percent of porcine relaxin response, buffer zero; further: potency means the concentration at half of the fitted maximal effect; on the % scale 0 is the no-effect control and ±100 the full control effect; nearly all actives have a fitted effect of over 60% in size; many of its hits are not listed in these tables
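Agonist response is measured as cAMP accumulation in an RXFP1-transfected HEK293T line under PDE4 inhibition. Values are scaled between buffer-only and 29 nM porcine relaxin, and EC50s come from standard Hill equation fits.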
D1 agonist – agonists of human D1 dopamine receptor. actives 1% (n = 360,000). activation, % at 2 µM. HEK293 T-REx D1 cells, calcium flux, agonist mode. P21728; in the data active means activation above about 30%; further: 0% is about no effect
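Inducible HEK293 T-REx D1 cells, force-coupled to calcium signalling, were plated at 4000 cells/well with tetracycline and held overnight at 30 C. After no-wash calcium dye loading, compound-evoked calcium rise over 180 s flagged agonists.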
* marks the source's active call; other numbers are inactive results; ? = inconclusive; . = not tested or not shown. Unless noted, the call rests on the fitted dose curve; in most records, active means well fitted curve in the direction sought with a large enough effect; inconclusive means small, poorly fitted or top-dose-only effect, or another doubt; inactive means no such curve, though single readings can be large; an effect the other way counts as inactive or inconclusive. A portion of the library; the hit share may differ from the screen's.

Start of the listing, in advance:
SMILES	D1 potentiator	D2 PAM	Glioma ERSR ind	D1 antagonist	Vif-APOBEC3G blk	RXFP1 antag	Vif-APOBEC3F blk	RXFP1 ag	D1 agonist
CCOc1ccc(NC(=S)N2CCCCCC2)cc1	-6	30*	-2%	25	3%	4	-12%	-0.8%	0
CCCCN(CCCC)CCCNC(=O)CC1Oc2ccc(C)cc2NC1=O (stereo not drawn)	-4	-8	-4%	6	1%	9	1%	0.4%	-3

Results, from the first entry:
SMILES	D1 potentiator	D2 PAM	Glioma ERSR ind	D1 antagonist	Vif-APOBEC3G blk	RXFP1 antag	Vif-APOBEC3F blk	RXFP1 ag	D1 agonist
CCOc1ccc(NC(=S)N2CCCCCC2)cc1	-6	30*	-2%	25	3%	4	-12%	-0.8%	0
CCCCN(CCCC)CCCNC(=O)CC1Oc2ccc(C)cc2NC1=O (stereo not drawn)	-4	-8	-4%	6	1%	9	1%	0.4%	-3
CCc1ccc(-c2cc3c(=O)n(CC(=O)N4CCCCCC4)nc(C)n3n2)cc1	4	0	-7%	4	-4%	22	3%	0.1%	1
CC1CCN(C2=NC(=O)/C(=C/c3cccc(O)c3)S2)CC1	2	-3	1%	-19	4%	-4	1%	-0.8%	0
CCOc1ccc(NC(=O)CSc2nnc(C34CC5CC(CC(C5)C3)C4)n2C)cc1	-1	7	-1%	-1	-4%	-11	-7%	-0.2%	5
COC(=O)C1=C(C)NC(C)=C(C(=O)OC)C1/C=C/c1ccccc1	-2	-1	-4%	0	0%	-6	-10%	1.2%	0
O=C(Cc1ccccn1)c1ccncc1	.	.	-1%	.	-5%	-14	-3%	.	.
COc1ccc(C(=O)COC(=O)CCC(=O)c2cccs2)cc1	1	2	2%	-8	-3%	-12	-2%	-0.8%	9
Cc1ccc(C2(CCN)CCOC(C(C)C)C2)cc1 (stereo not drawn)	4	9	-4%	9	-1%	-12	-4%	-0.1%	6
Cc1cccc(Cn2nc(C(C)(C)C)cc2C(=O)Nc2ccc(F)cc2)c1	-10	16	-1%	-26	-2%	-23	-3%	-1.4%	3
Cc1ccc(C(CC(=O)O)C2CCOC(C)(C)C2)cc1 (stereo not drawn)	1	-3	-2%	-11	0%	21	-1%	-0.2%	1
CCC(C)[C@H]1CNCCN1CCCc1cc(OC)c(OC)c(OC)c1 (stereo partly drawn)	3	4	-3%	3	-5%	.	-7%	0.3%	-1
Cc1ccc(Cl)cc1NC(=O)C1CCN(c2nc3ccccc3n3cccc23)CC1	-2	4	-4%	7	-3%	-23	1%	3.2%	0
CCOC(=O)C1C(=O)CC(C)(O)C(C(=O)OCC)C1c1ccccc1 (stereo not drawn)	3	-1	-3%	-2	2%	-13	-7%	1.8%	1
COc1cccc(NC(=O)c2oc3ccccc3c2NC(=O)c2ccc(OC(C)C)cc2)c1	-1	-10	2%	-16	-10%	-11	-5%	-1.7%	50*
O=C(CSC1=Nc2ccccc2N=C(c2ccc(F)cc2)C1)NCc1ccccc1Cl	-3	14	-5%	1	-2%	.	0%	3.1%	8
COCCN(C(=S)Nc1ccc(Cl)cc1OC)C1CCN(C(C)=O)CC1	-6	-9	-3%	-8	1%	-1	-10%	0.9%	3
Cc1c(-c2ccc(F)cc2)[n+](=O)c(-c2ccc(F)cc2)c(C)n1[O-]	-5	3	3%	5	-1%	13	0%	1.5%	1
COc1ccc(OC)c(-c2cc(C(=O)Nc3cc(C)n(Cc4ccc(Cl)cc4)n3)no2)c1	-2	-11	-4%	0	-6%	7	1%	2.7%	2
CCC(C)NCCOc1ccc(Br)cc1 (stereo not drawn)	-5	-22	-4%	10	1%	15	-16%	0.7%	5
Cc1nn(C)cc1/C=N/NC(=S)Nc1ccc(Cl)cc1Cl	-6	10	3%	-23	-5%	-20	3%	0.2%	2
COc1ccc(NC(=O)c2ccc3ccccc3c2)cc1NS(=O)(=O)c1ccc(F)cc1	-14	-19	1%	2	-2%	-5	-7%	4.7%	-1
COc1cccc(C(=O)CSc2nccn2C)c1	2	0	-2%	-8	-2%	-4	11%	1.2%	2
Cc1cc(C)c(NC(=O)CS(=O)CC(=O)NCCCc2ccccc2)c(C)c1 (stereo not drawn)	-3	-5	-2%	-5	0%	-6	-6%	-4.0%	3
COc1cc(C2CC(=O)C3=C(C2)Nc2ncnn2C3c2cccs2)cc(OC)c1OC (stereo not drawn)	3	11	0%	19	-9%	-13	9%	1.2%	3

(listing goes on)
SMILES	D1 potentiator	D2 PAM	Glioma ERSR ind	D1 antagonist	Vif-APOBEC3G blk	RXFP1 antag	Vif-APOBEC3F blk	RXFP1 ag	D1 agonist
Clc1ccc(OCCSc2ncccn2)c(Br)c1	-6	-2	-2%	-2	-5%	-4	3%	2.1%	3
CC(=O)c1cccn1S(=O)(=O)c1ccccc1	0	8	-2%	-1	4%	3	-3%	1.8%	2
S=C1SCN(Cc2cccnc2)CN1Cc1cccnc1	3	10	-14%	19	?	-14	-4%	1.2%	1
CC(C)(CN=C1NS(=O)(=O)c2ccccc21)CNC(=O)c1ccccc1	-4	-14	-2%	11	-2%	-3	-1%	0.5%	2
Cc1cccc(-n2c(SCC(N)=O)nnc2-c2ccccn2)c1C	-11	-10	-8%	5	4%	-7	2%	0.6%	1
CCOc1ccc(S(=O)(=O)N/N=C\c2ccc3c(c2)OCO3)cc1	0	0	-2%	-5	-5%	-9	-2%	-0.1%	4
CC(=O)NNS(=O)(=O)c1ccc(-c2cc(C(F)(F)F)n(C)n2)s1	-1	5	-2%	-10	1%	2	-31%	1.1%	4
Cc1ccc(N(C(=O)CCCC(=O)Nc2ccccn2)C(C(=O)NC2CCCC2)c2ccc(O)cc2)cc1C (stereo not drawn)	-1	6	-2%	5	-25%	-10	-17%	7.8%	-1
CCCCCCC(C)OC(=O)c1ccccc1C(=O)O (stereo not drawn)	-3	.	-3%	-3	-1%	6	-6%	0.0%	1
CC(C)Cc1ccc(C#N)c(SCC(N)=O)n1	0	10	-5%	9	-7%	-13	-5%	0.1%	1
CC(=O)c1ccccc1NC(=O)COC(=O)c1c(C)nn(-c2ccccc2)c1C	-5	5	4%	-22	-7%	2	5%	3.1%	6
C=CCNC(=O)C(=O)NCCCN1CCOCC1	0	-7	-3%	-1	0%	4	0%	0.7%	2
CCCC(=O)Nc1ccc(C(=O)NCCCn2ccnc2)cc1	-1	3	-2%	15	0%	-7	1%	1.5%	2
O=C(Cn1cnc2c(nnn2-c2ccc(F)cc2)c1=O)N1CCCc2ccccc21	1	-3	-4%	6	0%	-4	3%	-0.7%	4
O=C(Nc1nc(-c2ccccc2)c(C(=O)c2ccccc2)s1)c1ccc(S(=O)(=O)N2CCCCC2)cc1	-5	5	-3%	1	-5%	-5	5%	5.0%	2
CCOC(=O)c1c(NC(=O)COc2cccc3c2CCN(CC)C3=O)sc2c1CCC2	2	3	-6%	-15	-3%	4	-12%	0.5%	1
CCOC(=O)[C@H]1[C@H]2COc3ccc(Br)cc3[C@@H]2N2C(=O)c3cc(F)c(F)cc3NC(=O)[C@@]12C	2	-3	-4%	12	-11%	.	-3%	-0.4%	4
COc1cc(/C=N/O)ccc1Oc1ccc([N+](=O)[O-])cc1[N+](=O)[O-]	6	23	4%	8	2%	-8	1%	-2.1%	2
COCCCn1c(SCC(=O)OC2CCCCC2)nnc1-c1ccco1	-5	7	1%	-10	-1%	5	-7%	0.0%	2
Cc1cccn2c(=O)nc(SCC(=O)N3CCCCC3)nc12	-1	-4	-3%	-2	-2%	20	1%	10%	1
CCCCCc1cc(=O)oc2c(C(CCN3CCCC(C)C3)c3ccc(N(C)C)cc3)c(OC)cc(OC)c12 (stereo not drawn)	0	-12	-6%	17	6%	.	6%	3.9%	8
O=C(NCCN1CCN(c2ccccc2)CC1)C1(S(=O)(=O)c2ccc(Cl)cc2)CC1	-4	4	-3%	2	1%	.	0%	-1.5%	2
CC(C)CC(=O)Nc1cc(-c2ccccc2F)nn1-c1ccccc1	0	.	-2%	-17	-1%	.	2%	1.2%	0
N#C/C(=C/c1ccc(N2CCCCC2)o1)C(=O)Nc1ccc(Cl)cc1	-18	-29	1%	-3	-2%	1	.	-1.3%	420*
Cc1cn([C@H]2C[C@H](O)[C@@H](CNCc3cc(Br)ccc3OCc3ccccc3)O2)c(=O)[nH]c1=O	.	.	-5%	.	-4%	2	-6%	.	.

New compounds follow
SMILES	D1 potentiator	D2 PAM	Glioma ERSR ind	D1 antagonist	Vif-APOBEC3G blk	RXFP1 antag	Vif-APOBEC3F blk	RXFP1 ag	D1 agonist
CCN(CCn1cccn1)C(=O)CCc1nnc(CCCc2ccccc2)o1	3	6	3%	4	0%	1	0%	1.4%	1
O=C(c1cnccn1)N1CCN(c2ccccc2F)CC1	-7	-4	-7%	2	-1%	-17	9%	-0.8%	2
COc1cc2cc(Oc3ccc4ccc(=O)oc4c3)c(=O)oc2cc1OC(C)=O	-1	-5	1%	-7	1%	.	-7%	1.1%	-2
COc1cccc(C(=O)OCC(=O)c2c[nH]c3ccccc23)c1OC	-3	2	5%	-14	-9%	-9	-4%	0.7%	-1
C=C(C)c1ccccc1NC(=O)CCN1C(=O)c2ccccc2S1(=O)=O	-6	-7	-1%	21	2%	-11	-20%	3.6%	1
Cc1ccc(/C=C(\NC(=O)c2ccccc2)C(=O)NC(Cc2ccccc2)C(=O)O)cc1 (stereo not drawn)	-3	7	-2%	-6	-4%	4	16%	2.6%	3
Cc1ccc(NS(=O)(=O)c2ccc(-n3cccn3)cc2)c(Cl)c1	.	.	-3%	.	-4%	3	-3%	.	.
CCCc1nc2ccc(NC(=O)NCCC(=O)OCC)cc2c(=O)n1Cc1ccc(Cl)cc1	-1	0	1%	-10	0%	6	-4%	0.9%	1
Cc1nc2c3cc(Cl)ccc3n(CCN3CCOCC3)c2s1	-7	-5	-3%	-3	?	3	-2%	-0.6%	1
Cc1nc(SCC(=O)N2CC(=O)Nc3ccccc32)c2c(C)c(C)sc2n1	-2	1	-3%	-2	-6%	-8	-3%	4.1%	11
O=C(NCc1ccc2c(c1)OCO2)C12CC3CC(CC(C3)C1)C2	-2	-3	-3%	8	-3%	-2	-10%	-2.0%	-3
O=C1C2CCCN2C(c2ccccc2F)N1c1cccc(Cl)c1 (stereo not drawn)	3	-11	-4%	17	-1%	-8	-5%	3.0%	1
